Bioassay records (PubChem)
mIDH1 inhibitor = qHTS for Inhibitors of mutant isocitrate dehydrogenase 1 (IDH1): qHTS; 390,000 compounds, 0.093% hits; Isocitrate dehydrogenase [NADP] cytoplasmic (Homo sapiens), O75874; IDH1-R132H enzyme, NADPH consumption, diaphorase/resazurin fluorescence; AID 602179, 2012; Potency, µM (doses to about 76.6 µM), without a hit: top-dose activity change, negative = inhibition, actives largely listed as inhibitors; note: potency is the fitted concentration of half-maximal effect; % is set by controls: 0 for no effect and ±100 for the full control effect; nearly all actives have a fitted effect of over 65% in size
Target sequence (O75874 whole entry R132H, stated change not applied): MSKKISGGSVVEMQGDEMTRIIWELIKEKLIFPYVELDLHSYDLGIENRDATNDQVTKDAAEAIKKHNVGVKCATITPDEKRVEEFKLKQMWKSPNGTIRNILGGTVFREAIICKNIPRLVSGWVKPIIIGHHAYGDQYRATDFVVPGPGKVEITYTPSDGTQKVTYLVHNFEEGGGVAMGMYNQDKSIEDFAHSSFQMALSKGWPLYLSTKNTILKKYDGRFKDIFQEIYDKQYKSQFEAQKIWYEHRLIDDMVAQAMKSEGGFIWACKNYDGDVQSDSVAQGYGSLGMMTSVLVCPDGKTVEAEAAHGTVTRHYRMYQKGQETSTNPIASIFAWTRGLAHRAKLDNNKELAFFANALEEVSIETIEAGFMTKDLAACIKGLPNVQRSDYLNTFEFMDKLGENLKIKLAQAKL
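IDH1-R132H (0.5 ug/mL dispensed) in pH 7.5 Tris buffer was preincubated 30 min with compound, then given a substrate mix of 0.016 mM NADPH and 2 mM alpha-KG for 80 min at room temperature; remaining NADPH was read by diaphorase/resazurin fluorescence.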
rTrxR1 inhibitor = qHTS Assay for Inhibitors of Mammalian Selenoprotein Thioredoxin Reductase 1 (TrxR1): qHTS; Thioredoxin reductase 1, cytoplasmic (Rattus norvegicus), O89049; recombinant rTrxR1, NADPH fluorescence consumption, selenite substrate; Potency, µM (top dose mostly 114 µM), without a hit: at the top dose activity change, negative = inhibition, usual class: inhibitors; 390,000 compounds, 1% hits; AID 588453, 2011; note: potency is the fitted concentration of half-maximal effect; % is set by controls: 0 for no effect and ±100 for the full control effect; nearly all actives have a fitted effect of over 65% in size
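Rat TrxR1 (90 nM in the dispensed reagent) was pre-reduced with 400 uM NADPH for 5 min at room temperature, then incubated with compound for 15 min. After 400 uM selenite was added, NADPH fluorescence (Ex 340/Em 450 nm) was followed for 8 min.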
Pin1 inh = qHTS Assay to Find Inhibitors of Pin1 | Potency, µM (top dose mostly 115 µM), for inactives: at the highest dose activity, negative = inhibition, hits mostly inhibitors | Peptidyl-prolyl cis-trans isomerase NIMA-interacting 1 (Homo sapiens), Q13526 | Pin1 FP peptide displacement, HiFluor488, 10 min | 390,000 compounds, 0.009% hits; active = well fitted inhibition curve with a large enough effect in the polarisation, with a control signal flat, not every such curve was filed as active; inconclusive = small, poorly fitted or top-dose-only effect, or effect the other way, or a change in a side signal; inactive = no such curve, though single readings can be large or run the other way; the % refers to the polarisation; note: potency is the fitted concentration of half-maximal effect; % is set by controls: 0 for no effect and ±100 for the full control effect
Target sequence (Q13526 whole entry, looked up): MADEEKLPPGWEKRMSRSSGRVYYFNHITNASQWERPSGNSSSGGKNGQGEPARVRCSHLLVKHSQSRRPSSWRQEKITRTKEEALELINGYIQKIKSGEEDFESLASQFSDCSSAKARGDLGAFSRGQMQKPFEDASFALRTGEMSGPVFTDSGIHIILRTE
D2 antagonist = HTS Assay for Allosteric Antagonists of the Human D2 Dopamine Receptor: Primary Screen for Antagonists | HEK293 TREx D2 cells, calcium flux, dopamine EC80 | inhibition, % at 10 µM | 340,000 compounds, 2% hits | AID 485344, 2010; in the data active = inhibition above about 30%; note: 0% is about no effect
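Calcium flux kinetic readout in an inducible HEK293 TREx D2 line plated overnight at 30 C. After 180 s compound exposure, an EC80 dopamine challenge follows with another 180 s kinetic read to detect antagonism.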
TRHR PAM = qHTS for Small Molecule Agonists and Allosteric Enhancers of Human TRH Receptor: Primary Screen for Enhancers; 360,000 compounds, 0.66% hits; TRHR cells, fluo-8 calcium fluorescence, EC20 TRH enhancement; Thyrotropin-releasing hormone receptor (Homo sapiens), P34981; enhancement, % at 2 µM; AID 493056, 2011; in the data active = enhancement above about 30%; note: 0% is about no effect
Target sequence (P34981 whole entry, looked up): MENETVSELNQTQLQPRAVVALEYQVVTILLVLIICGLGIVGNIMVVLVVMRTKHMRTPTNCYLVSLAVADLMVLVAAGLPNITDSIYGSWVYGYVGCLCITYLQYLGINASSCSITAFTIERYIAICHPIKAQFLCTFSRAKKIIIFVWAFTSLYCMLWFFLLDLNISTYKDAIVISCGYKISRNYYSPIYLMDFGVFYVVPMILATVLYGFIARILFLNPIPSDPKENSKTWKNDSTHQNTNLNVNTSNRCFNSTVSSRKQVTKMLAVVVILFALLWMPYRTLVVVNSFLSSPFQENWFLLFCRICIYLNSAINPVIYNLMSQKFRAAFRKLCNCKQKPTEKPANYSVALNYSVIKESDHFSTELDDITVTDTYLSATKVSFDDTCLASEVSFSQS
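TRHR-expressing cells loaded with fluo-8 calcium dye were read kinetically (ex 480/em 530) during compound addition, then stimulated with an EC20 of TRH (10 nM final). Enhancement of the Gq-mediated intracellular calcium response was scored.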
TRHR ag = qHTS for Small Molecule Agonists and Allosteric Enhancers of Human TRH Receptor: Primary Screen for Agonists | AID 493084, 2011 | TRHR cells, calcium flux fluo-8, FDSS agonist mode | activation, % at 2 µM | 360,000 compounds, 0.18% hits | Thyrotropin-releasing hormone receptor (Homo sapiens), P34981; in the data active = activation above about 30%; note: 0% is about no effect
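Steps: seed TRHR cells overnight; add fluo-8 no-wash Ca dye, RT 30 min–1.5 h; record 10 s baseline; pin-transfer compounds; monitor fluorescence 1 cycle/s for the agonist window. Calcium increases flag candidate agonists.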
D2 agonist = HTS Assay for Allosteric Agonists of the Human D2 Dopamine Receptor: Primary Screen for Agonists; activation, % at 2 µM; D(2) dopamine receptor (Homo sapiens), P14416; 340,000 compounds, 0.53% hits; HEK293 T-REx D2 cells, calcium flux agonist mode; AID 485358, 2010;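 active = activation over 3 SD above normal in the single-dose calcium agonist read, cut at about 30% in these data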; note: 0% is about no effect
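Calcium-flux readout, 1 cycle/sec over 180 s following compound pin transfer, in inducible HEK293 Trex D2 cells (force-coupled); dopamine controls included. Positive calcium responses during this window marked compounds as potential agonists.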
TrxR1 substrate = qHTS Assay for Substrates of Mammalian Selenoprotein Thioredoxin Reductase 1 (TrxR1): qHTS. 390,000 compounds, 0.01% hits. purified TrxR1 substrate turnover, NADPH consumption readout. AID 588456, 2011. Potency, µM (titrated, usually from 114 µM), inactives show at the top dose activity change, negative = substrate turnover; note: potency is the fitted concentration of half-maximal effect; % is set by controls: 0 for no effect and ±100 for the full control effect; nearly all actives have a fitted effect of over 50% in size
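Rat TrxR1, dispensed at 90 nM, was prereduced with 400 uM NADPH (final) for 5 min at ~22 deg C, then incubated with compound 15 min before 400 uM selenite. A first-read NADPH fluorescence drop versus no-compound background flagged substrates.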
USP1 inh = Inhibitors of USP1/UAF1: Primary Screen; Ubiquitin carboxyl-terminal hydrolase 1 (Homo sapiens), O94782; recombinant USP1/UAF1, Ub-Rhodamine cleavage fluorescence; Potency, µM (titrated, usually from 57.1 µM), without a hit: at the highest dose activity change, negative = inhibition, hits mostly inhibitors; 390,000 compounds, 0.23% hits; AID 743255, 2014; note: potency is the fitted concentration of half-maximal effect; % is set by controls: 0 for no effect and ±100 for the full control effect; nearly all actives have a fitted effect of over 60% in size; inactives centre near -12
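USP1/UAF1 complex at 1 nM was preincubated with compound for 15 min at room temperature, then Ub-Rho substrate (150nM final) was added. Fluorescence (480/540 nm) was read kinetically, 6 reads every 60 seconds.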
Starred values were filed as active, the others as inactive; ? = inconclusive; nt = no result given; & = joins results of further samples; [ ] = dose if it differs, or a comment. Unless noted, calls come from the whole dose curve; as a rule, active = well fitted inhibition curve with a large enough effect; inconclusive = small, poorly fitted or top-dose-only effect; inactive = no such curve, though single readings can be large or run the other way. Not all compounds are listed; the hit share may differ from the screen's.

SMILES | mIDH1 inhibitor | rTrxR1 inhibitor | Pin1 inh | D2 antagonist | TRHR PAM | TRHR ag | D2 agonist | TrxR1 substrate | USP1 inh
CNC(=O)C1CCC(Cn2c(=O)c3sccc3n(CC(=O)Nc3cc(C)cc(C)c3)c2=O)CC1 (stereo unspecified) | 0% | 2%[57.1 µM] | -7% | nt | -2 | 0.0 | -0.7 | 2%[57.1 µM] | -13%
CC(C)C(NC(=O)c1ccccc1)C(=O)NCCc1ccccc1 (stereo unspecified) | -4% | 3% | 1% | -7 | -3 | -1.1 | 0.6 | -6% | -23%
O=C(NCc1cccc(F)c1)c1cccc2c1C(=O)c1ccc(N3CCC(Cc4ccccc4)CC3)cc1S2(=O)=O | -7% | -4%[57.1 µM] | ? | nt | nt | nt | nt | -5%[57.1 µM] | 7.9µM*
COc1ccc(S(=O)(=O)Nc2cccc3c2O[C@H](CN(C)Cc2ccc(C(=O)O)cc2)[C@@H](C)CN([C@H](C)CO)C3=O)cc1 | -1% | 8% | -2% | nt | nt | nt | nt | 7% | -10%
COc1ccccc1C(=O)NC(=O)COC(=O)c1oc2ccccc2c1C | -19% | 24% | 0% | 15 | -2 | 0.6 | 0.4 | 5% | -25%
COc1ccc2c(c1)c(CC(=O)Nc1cccc(F)c1C)c(C)n2C(=O)c1ccc(Cl)cc1 | 12% | 9% | -2% | nt | 14 | 1.9 | nt | -2% | -3%
Cc1cc(C(=O)OCC(=O)N(C)c2ccccc2)c(C)o1 | -10% | 9% | -8% | nt | nt | nt | nt | -5% | -4%
COc1ccc(OC)c(NC(=O)CCNS(=O)(=O)c2ccc3c(c2)oc(=O)n3C)c1 | 36%&-1%[activator] | 17%&-18% | 3%&-2% | 3 | -1&-1 | -0.1&-0.3 | -0.3&2.2 | 0%&-16% | ?
CCOc1ccc(Cl)cc1C1=CC(=O)C[C@H](c2ccc(OC)cc2)C1 | 7% | -9%[57.1 µM] | -6% | nt | 0 | 1.0 | nt | -1%[57.1 µM] | -9%
Cc1ccc(NC(=O)N2CCc3ccccc3C2)cc1 | 3% | 11% | -3% | 2 | 0 | -0.9 | 0.7 | 11% | -13%
C=CCC12C=C(OC)C(=O)OC(OC)(C1O)[C@H](c1ccc3c(c1)OCO3)[C@H]2C (stereo partly specified) | -11% | 7% | 1% | nt | nt | nt | nt | 6% | -17%
O=C(COC(=O)c1cc(S(=O)(=O)N2CCOCC2)ccc1F)c1ccccc1 | -17% | 11% | -9% | nt | nt | nt | nt | -4% | -13%
Cc1cc(C)c(NC(=O)Nc2ccccc2C)c(Cl)c1 | 2% | 37%[activator] | 1% | -9 | 0 | 0.6 | 1.0 | 8% | -12%
COc1ccc(/C=N/OCC(=O)OCC(=O)N(C)c2ccccc2)cc1 | 4% | 9% | 2% | -9 | 2 | -0.4 | 0.2 | 4% | -18%
Cc1nnsc1S(=O)(=O)Cc1ccccc1Cl | 8% | 14%[57.1 µM] | -14% | -3 | 0 | 0.2 | 0.8 | 6%[57.1 µM] | -5%
CC(C)OC(=O)c1ccc(N2CCN(c3ccc(F)cc3)CC2)nc1 | -2% | 21% | -1% | -7 | -6 | -0.3 | -1.0 | 9% | -22%
c1ccc(-c2noc(-c3cccc4ccccc34)n2)cc1 | 0% | 98%[activator] | 1% | 4 | 11 | 0.9 | 0.5 | 89%[activator] | -23%
Cc1ccc2oc(=O)c3cnn(CC(=O)N(CCN(C)C)Cc4ccco4)c3c2c1 | 14% | 1%[57.1 µM] | -4% | -18 | 20 | 0.5 | 0.5 | 1%[57.1 µM] | -10%
COC(=O)[C@]1(C)N[C@H](CN(C)C(=O)Nc2ccc(C(F)(F)F)cc2)[C@@H]2C(=O)N(C)C(=O)[C@@H]21 | -5% | 7% | -2% | nt | nt | nt | nt | 1% | -29%
Cc1cc(C(=O)NNC(=O)COc2c(C)cc(Br)cc2C)n[nH]1 | -7% | -1% | -4% | nt | -8 | -0.1 | nt | -5% | -24%
O=C(COC(=O)CC1CC2CCC1C2)NC(=O)NCc1ccco1 (stereo unspecified) | -5% | -20% | 3% | 0 | 16 | -1.0 | -0.1 | -4% | -3%
O=C(COC(=O)c1ncc(Cl)c(Cl)c1Cl)Nc1ccccc1OC(F)F | 3% | 9% | 0% | -3 | 9 | -0.2 | 0.5 | -3% | -15%
Cn1c(=O)[nH]c(=O)c2c1nc(N1CCCCCC1)n2CCOc1ccccc1 | 0% | -1% | 4% | nt | 6 | 0.4 | nt | -9% | 0%
CCCCNC(=O)Cn1ncc2c(C)n(Cc3cccc(Cl)c3)c(C)c2c1=O | -1% | 9% | -1% | nt | -6 | -1.0 | -0.1 | 3% | -7%

Single records (already shown). Order of values: mIDH1 inhibitor	rTrxR1 inhibitor	Pin1 inh	D2 antagonist	TRHR PAM	TRHR ag	D2 agonist	TrxR1 substrate	USP1 inh
COC(=O)[C@]1(C)N[C@H](CN(C)C(=O)Nc2ccc(C(F)(F)F)cc2)[C@@H]2C(=O)N(C)C(=O)[C@@H]21 across the screens: -5%	7%	-2%	nt	nt	nt	nt	1%	-29%
Cc1ccc2oc(=O)c3cnn(CC(=O)N(CCN(C)C)Cc4ccco4)c3c2c1 across the screens: 14%	1%[57.1 µM]	-4%	-18	20	0.5	0.5	1%[57.1 µM]	-10%
CCCCNC(=O)Cn1ncc2c(C)n(Cc3cccc(Cl)c3)c(C)c2c1=O across the screens: -1%	9%	-1%	nt	-6	-1.0	-0.1	3%	-7%

(continued)
SMILES | mIDH1 inhibitor | rTrxR1 inhibitor | Pin1 inh | D2 antagonist | TRHR PAM | TRHR ag | D2 agonist | TrxR1 substrate | USP1 inh
COc1ccc(-c2noc(-c3cc(C)cc(C)c3)n2)cc1OC | 0% | 22% | 1% | -2 | 0 | 0.0 | -1.0 | 0% | -16%
Cc1cccc(NC(=O)CN(C)S(=O)(=O)c2cccc3cccnc23)c1 | -3% | 20% | -4% | 13 | 2 | -0.5 | 0.3 | 2% | -22%
CC1CC(C)CN(C(=O)c2ccc(Br)c(S(=O)(=O)N3CCOCC3)c2)C1 (stereo unspecified) | 7% | 18% | 6% | 8 | -14 | 0.1 | 0.1 | 3% | -16%
O=c1cc2c(nn1Cc1ccccc1)-c1ccccc1CC2 | 1% | 9%[57.1 µM] | 2% | -3 | 1 | -0.1 | 0.8 | 4% | 0%
Cc1ccccc1OCCC(=O)Nc1ccccc1C(=O)N1CCCCC1 | 0% | -1% | -1% | 2 | 2 | -0.3 | 0.6 | -4% | -18%
CC1CCN(c2c(NCC3CCC(C(=O)NCCc4ccc(Cl)cc4)CC3)c(=O)c2=O)CC1 (stereo unspecified) | 2% | 25% | 3% | 5 | 0 | -0.9 | -0.7 | 3% | -1%
COc1ccc(N(Cc2cccs2)C(=O)Nc2ccccc2)cc1 | 1% | 23% | -8% | nt | -5 | -0.1 | nt | -1% | 6%
COc1ccc(OC)c(N(CC(=O)NCc2ccccn2)S(C)(=O)=O)c1 | -5% | -11% | 4% | -8 | 2 | -0.1 | 0.3 | -6% | 0%
CC(C)/C=N/NC(=O)c1cccc(N2CCCC2=O)c1 | 0% | -3% | 2% | -2 | 1 | 0.8 | 0.3 | 1% | -19%
O=c1[nH]c(=O)n(Cc2ccco2)c2c1C(C(F)(F)F)(C(F)(F)F)N=C(c1ccco1)N2 | -8% | -23% | -6% | 8 | 5 | 0.0 | -0.3 | -11% | -19%
COCCn1c(C)cc(C(=O)CSc2nnc(C3CC3)n2C2CC2)c1C | 4% | 14% | 4% | -25 | -3 | 0.4 | 0.7 | 3% | -22%
C=CCN1C=CC(=CC=C(C#N)C#N)C=C1 | 3% | -40% | ? | 7 | 2 | 46* | 53* | -4%[57.1 µM] | -19%
O=C(Cn1c(=O)n(-c2ccc(F)cc2)c(=O)c2sc3ccccc3c21)NC1CCCCC1 | -6% | 10% | -5% | nt | 22 | -1.8 | -1.1 | -5% | -9%
CC(CNC(=O)COC(=O)c1cccs1)c1ccccc1 (stereo unspecified) | 4% | 5% | ? | 9 | -4 | 0.1 | 0.1 | 2% | -11%
Cc1ccc(CN2CCSc3ccc(C(=O)Nc4ccc(F)cc4F)cc32)cc1 | 11% | 95%[activator] | 1% | nt | 1 | 0.6 | -0.6 | 101%[activator] | -18%
